# IEC-6 tox: IEC-6 cytotoxicity, counter-screen for KLF5 inhibitors | AID 1825 | inhibition, % at 5 µM | luminescence viability | 290,000 tested, 0.78% active; in the data active means inhibition above about 22%;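 further: 0% = plate median of test compound wells and 100% = cytotoxic reference compound wells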
# HSF1 inhib: HSF1 inhibition; AID 2098; activity change, negative = inhibition, % at 7.5 µM (by protocol); 300,000 tested, 0.77% active; NIH3T3-HGL HSE-luciferase, MG132-induced, luminescence 8 h; hits give low values;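 active means more than half of replicate wells show activity change below -50%, luminescence cut by over half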;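 further: luciferase reports HSF-1 transcriptional activity via heat shock element; 0% = median of DMSO wells and -100% = zero luminescence signal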
# GSK3A inh: human GSK-3 alpha kinase inhibition. P49840. ADP-Glo luminescence, 60 min. inhibition, % at 10 µM. 320,000 tested, 0.1% active. AID 2650;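 in the data active means inhibition above about 50%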;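 further: GST-tagged GSK-3 alpha with peptide substrate and 25 µM ATP; 0% = DMSO neutral wells and 100% = GW8510 positive control wells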
# Target sequence (P49840 whole entry, looked up): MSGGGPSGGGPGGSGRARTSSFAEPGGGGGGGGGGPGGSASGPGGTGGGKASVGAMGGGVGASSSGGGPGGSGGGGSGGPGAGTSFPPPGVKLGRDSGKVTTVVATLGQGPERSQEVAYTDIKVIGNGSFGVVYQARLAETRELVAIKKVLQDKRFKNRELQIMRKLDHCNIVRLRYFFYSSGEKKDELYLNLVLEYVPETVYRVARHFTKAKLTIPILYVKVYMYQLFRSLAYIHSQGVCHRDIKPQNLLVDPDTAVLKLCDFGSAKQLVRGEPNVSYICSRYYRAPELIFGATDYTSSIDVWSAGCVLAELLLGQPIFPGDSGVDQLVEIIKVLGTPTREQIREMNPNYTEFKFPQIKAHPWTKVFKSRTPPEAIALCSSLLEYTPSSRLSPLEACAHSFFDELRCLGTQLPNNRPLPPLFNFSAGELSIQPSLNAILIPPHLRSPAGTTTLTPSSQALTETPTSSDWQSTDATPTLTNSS
# HSF1 activator: increases HSF-1 driven luciferase reporter signal | activation, % at 9 µM | 300,000 tested, 1.7% active | NIH3T3-HGL HSF-1 luciferase reporter, MG132, 8 h; 100% = twice DMSO control signal;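 active means mean replicate activation of at least 50% with a set share of replicates each reaching 50%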;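 further: 0% = median of the neutral control wells and 100% = twice that signal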
# aSyn UTR inh: MLPCN primary screen, SNCA 5' untranslated region; alpha-synuclein 5'UTR reporter, inhibitor activity; inhibition, % (tested at 7.5 µM); 300,000 tested, 0.82% active; in the data active means inhibition above about 60%;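 further: H4 neuroglioblastoma cells stably carrying SNCA 5'UTR luciferase fusion; 0% = DMSO wells and 100% = positive control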
# KLF5 inhibitor: inhibitors of KLF5 expression; DLD-1 KLF5 promoter-luciferase reporter, luminescence; inhibition, % at 5 µM; 290,000 tested, 0.23% active; AID 1700;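 active means inhibition above a per-plate limit of that plate's mean compound inhibition plus 3 SD, cut at about 60% in these data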;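 further: 0% = DMSO wells and 100% = LY294002 at 200 µM; higher means less KLF5 promoter-driven luciferase light; inactives centre near -14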
# GSK3beta inhib: human GSK3beta kinase inhibition; activity score (negative = inhibition), % at 10 µM; P49841; AID 2097; GST-GSK3beta kinase, ADP-Glo luminescence, 60 min; hits give low values; 300,000 tested, 0.038% active;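 active means more than half of replicate wells score below -50%, meaning over 50% inhibition versus plate controls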;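 further: 0% = median DMSO wells and -100% = median GW8510 positive control wells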
# Target sequence (P49841 whole entry, looked up): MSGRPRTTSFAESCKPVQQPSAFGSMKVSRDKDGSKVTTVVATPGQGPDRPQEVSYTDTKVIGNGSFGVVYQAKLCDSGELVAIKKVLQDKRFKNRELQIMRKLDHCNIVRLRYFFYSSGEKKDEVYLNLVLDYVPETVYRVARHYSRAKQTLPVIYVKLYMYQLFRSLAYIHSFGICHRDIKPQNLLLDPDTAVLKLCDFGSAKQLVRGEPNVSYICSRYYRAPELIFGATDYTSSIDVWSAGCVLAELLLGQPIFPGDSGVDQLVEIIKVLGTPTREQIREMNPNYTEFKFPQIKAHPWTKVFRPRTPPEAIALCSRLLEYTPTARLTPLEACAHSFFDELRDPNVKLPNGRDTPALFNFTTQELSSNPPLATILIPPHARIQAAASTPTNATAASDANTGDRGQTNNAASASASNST
#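 Test system: GST-tagged human GSK3beta kinase, cell-free; evaluation: activity score scaled between in-plate DMSO and GW8510 controls; measured by: ADP-Glo luminescence; incubation: 60 min reaction, RT; benchmarks: DMSO and 20 µM GW8510; reagent: peptide substrate plus 25 µM ATP (final); medium: Tris/MgCl2 kinase buffer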
# HIF act: HIF pathway transcriptional activation. 300,000 tested, 0.32% active. AID 1910. activation, % at 7.5 µM (by protocol). U2OS HRE-luciferase reporter, luminescence; normalized: DMSO 0%, desferrioxamine 100%;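 active means mean activation of at least 10% of the iron chelator positive control signal, with at least half of replicates also reaching 10%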
# AI-2 QS modul: Vibrio harveyi AI-2 quorum sensing modulation | Vibrio harveyi JMH597 AI-2 luminescence/OD600 ratio, 9 h; hits give low values; strain lacks LuxN and CqsS sensors; 0 = neutral-control median | activity change, % at 7.5 µM | 300,000 tested, 0.4% active; in the data active means activity change below about -75%, passing the limit was not always enough;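 further: luminescence divided by OD600 gain over 9 h not by final OD600 alone; inactives centre near 13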
# HSP90 inh: HSP90 refolding inhibition in rabbit reticulocyte lysate. luciferase refolding luminescence, 3 h. inhibition, % at 5.6 µM. 290,000 tested, 0.91% active. AID 1789;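 active means inhibition above the screen-wide mean plus 3 SD, computed separately per campaign, cut at about 16% in these data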;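 further: 0% = DMSO wells and 100% = 60 µM geldanamycin wells; inhibitors lower the luminescence because luciferase stays unfolded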
# Starred values were filed as active, the others as inactive; . = not tested or not shown.
SMILES,IEC-6 tox,HSF1 inhib,GSK3A inh,HSF1 activator,aSyn UTR inh,KLF5 inhibitor,GSK3beta inhib,HIF act,AI-2 QS modul,HSP90 inh
CCOC(=O)C1(CCOC)CCN(Cc2cnc(-c3cccc(C)c3)nc2)CC1,-2,-1,0,-18,-32,-29,4,0.7,23,1
Nn1c(-c2ccccc2)nc2ccccc2c1=O,0,-1,-1,-2,-2,-3,2,0.1,12,-2
CCCCN(C)CCC(=O)Nc1ccc2c(c1)CCC2,-2,-9,0,-14,-10,0,-1,0.4,15,0
COc1cc(NC(=S)NC(=O)CC(C)C)ccc1NC(=O)c1cc2ccccc2o1,-4,-8,0,-10,-20,-18,-2,0.0,44,4
COc1ccc(Cc2nnc(NC(=O)Nc3ccc(F)cc3)s2)cc1OC,-7,-7,-3,-1,40,-14,-2,-2.9,9,-1
Cc1nnc2sc(-c3ccccn3)nn12,1,3,1,-2,-1,3,-3,0.3,23,-2
Cc1cc(O)c(C(C[N+](=O)[O-])c2ccc(Cl)cc2Cl)c(=O)o1 (stereo not drawn),9,2,-1,28,-48,-19,4,-0.1,1,-1
COC(C[C@H]1O[C@H]1[C@H](O)COCc1ccccc1)OC,.,1,.,-4,6,.,0,-0.6,15,.
COc1ccc(/C(C)=N/NC(=O)CNC(=O)COc2ccccc2)c(OC)c1,-9,-7,-3,-10,0,-27,1,0.2,24,-2
CCN(CC)CCCN(C(=O)c1ccccc1C)c1nc(-c2ccc(OC)cc2)cs1,1,-3,-3,13,-8,-28,0,-0.1,12,3
COc1cccc(OCCSc2nc3ccccc3c(=O)[nH]2)c1,-6,13,-1,21,-5,-17,0,0.0,5,0
COc1cc(C(=O)Nc2cccc(S(=O)(=O)N3CCCC3)c2)cc(OC)c1C,-1,-3,-2,13,14,6,-1,1.1,7,2
COc1ccc(S(=O)(=O)N[C@@H](CSCc2ccccc2)C(=O)O)cc1,-6,.,.,.,.,-2,-5,.,12,-3
O=C(C[n+]1ccccc1)Nc1ccc(Oc2ccccc2)cc1,-6,-10,1,-6,-28,9,3,0.9,-4,2
Cn1nc(-c2ccccc2)c2ncc(C(F)(F)F)cc21,9,8,-2,1,-21,1,-1,2.3,-3,3
CC(C)(C)[C@@H]1C=C(C(N)=O)O[C@H](OCc2ccc(CO)cc2)C1,.,-11,-1,-16,0,.,-2,0.2,19,.
O=C(C1COc2ccccc2O1)N1CCN(c2ccccc2F)CC1 (stereo not drawn),-3,-3,1,10,10,-24,4,0.1,25,-1
COc1cc(C2C(=O)c3ccccc3C2=O)ccc1O,4,26,2,34,-2,-26,0,-8.9,8,-8
Cc1ccc(S(=O)(=O)CC(=O)N2CCN(c3ccccc3F)CC2)cc1,-1,-1,1,4,0,-22,3,0.5,17,-3
COc1cc2c(cc1OC)C(C)N(C(=O)/C=C/c1cc(OC)c(OC)c(OC)c1)CC2 (stereo not drawn),1,2,-1,8,32,-8,2,-0.1,13,2
COc1cc(C(=O)Nc2cccc3cccnc23)cc(OC)c1OC,0,-2,-2,5,17,-4,-2,-0.4,14,-1
CSc1nnc(C)c(=O)n1COC(=O)COc1ccc(F)cc1,-2,-5,-5,-5,-10,-62,3,-0.3,22,-4
O=[N+]([O-])C(/C=C(/Cl)[N+](=O)[O-])=C(N1CCCCC1)N1CCCCC1,-3,8,-1,14,-45,-8,1,-0.4,.,3
COc1cccc(CC2(CO)CCN(S(=O)(=O)N(C)C)CC2)c1,-4,-6,-1,6,9,10,-4,-0.5,49,-3
Cc1c(C(=O)N2CCN(Cc3ccc4c(c3)OCO4)CC2)sc2ncnc(N3CCN(c4ccccc4)CC3)c12,2,2,-1,5,31,-23,1,0.1,.,3
COc1ccc(C2=NN(C(=O)CCC(=O)O)C(c3ccccc3)C2)cc1 (stereo not drawn),-3,-4,.,-1,13,0,1,0.3,20,-5
COc1ccc(-c2c(C)nn3c(N)c(C#N)cnc23)cc1OC,6,-4,-1,16,47,-3,3,-1.6,12,2
Nn1c(SCC(=O)Nc2ccc(S(=O)(=O)N3CCCC3)cc2)nnc1C(F)(F)F,-5,-3,-2,-21,-6,-10,-1,-1.1,15,0
CC(=O)NS(=O)(=O)c1ccc(NC(=O)/C=C/c2ccco2)cc1,0,-4,-2,-3,3,-20,-1,-0.9,47,2
CC(=O)Nc1cccc(C(=O)OCC(=O)NC(=O)c2ccccc2)c1,.,-1,0,4,-1,.,-1,0.1,19,.
Cc1ccc(OCCn2c(C3CC(=O)N(Cc4ccccc4)C3)nc3ccccc32)cc1 (stereo not drawn),-5,7,2,2,3,-24,-2,0.4,14,1
Cc1ccc2c(=O)c(C(=O)c3ccc(F)cc3)cn(CC(=O)NCc3ccco3)c2n1,-5,-7,-17,-15,-14,-11,0,0.7,15,1
CCCCn1c(SCC(=O)N2CCOCC2)nnc1-c1ccoc1C,-3,-4,-6,3,0,-17,0,-0.3,26,-1
Cc1ccc(NC2=C(C(=O)c3ccccc3)N(C)S(=O)(=O)c3ccccc32)cc1,11,-10,2,-6,10,14,-3,0.0,6,3
Cc1cc(C2=NNC(=Nc3ccc(S(=O)(=O)N4CCOCC4)cc3)SC2)c(C)n1C,-3,1,-2,-21,10,6,-1,0.6,14,4
CCOc1ccc(C(=O)NCC(=O)NCCCSc2ccccc2)cc1OCC,-1,-3,-1,-28,5,16,-1,-0.3,54,6
COc1cc(C(=O)Oc2cccc(/C=N/NC(=O)c3cccnc3)c2)cc(OC)c1OC,19,-4,-1,-2,-50,29,1,0.7,22,-2
CCN(CC)C(=O)C1CCC(C)(C(=O)O)C1(C)C (stereo not drawn),-3,3,0,9,2,-17,0,-1.3,12,-3
Cc1ccc(C(=O)NNC(=S)NC(=O)c2ccccc2)cc1,.,0,-5,-2,15,.,3,0.8,-84*,.
CCOc1cc(/C=N/NC(=O)C(=O)NCC2CCCO2)ccc1OCC(=O)N1CCOCC1 (stereo not drawn),-8,-2,-3,3,21,-1,3,-0.3,17,5

# A second format for some results above:
# Screens in order: IEC-6 tox | HSF1 inhib | GSK3A inh | HSF1 activator | aSyn UTR inh | KLF5 inhibitor | GSK3beta inhib | HIF act | AI-2 QS modul | HSP90 inh
- CSc1nnc(C)c(=O)n1COC(=O)COc1ccc(F)cc1
 : -2 | -5 | -5 | -5 | -10 | -62 | 3 | -0.3 | 22 | -4
- COc1cc(C(=O)Oc2cccc(/C=N/NC(=O)c3cccnc3)c2)cc(OC)c1OC
 : 19 | -4 | -1 | -2 | -50 | 29 | 1 | 0.7 | 22 | -2
- CCOc1cc(/C=N/NC(=O)C(=O)NCC2CCCO2)ccc1OCC(=O)N1CCOCC1 (stereo not drawn)
 : -8 | -2 | -3 | 3 | 21 | -1 | 3 | -0.3 | 17 | 5

# (next part)
SMILES,IEC-6 tox,HSF1 inhib,GSK3A inh,HSF1 activator,aSyn UTR inh,KLF5 inhibitor,GSK3beta inhib,HIF act,AI-2 QS modul,HSP90 inh
O=c1nc(NCc2ccccc2Cl)cn[nH]1,-2,-1,2,10,14,11,2,-0.5,23,-3
O=C(c1cc(-c2ccncc2)nc2ccc(Cl)cc12)N1CCN(Cc2ccc3c(c2)OCO3)CC1,0,-10,0,-3,12,0,2,-1.0,16,-2
COc1ccc(Cc2nnc(SCC(=O)Nc3ccc(C)c(Cl)c3)[nH]c2=O)cc1,.,0,-3,-5,9,.,9,0.2,20,.
Cc1cccc(CN2CCCC(C(=O)Nc3ccccc3Oc3cccnc3)C2)c1 (stereo not drawn),1,-3,-2,7,2,9,0,0.0,22,0
O=C(NCC(=O)N(CC1CCCO1)C(C(=O)NC1CCCCC1)c1ccc(F)cc1)c1ccco1 (stereo not drawn),-1,-3,-3,6,-8,-23,-1,-0.1,2,-3
CCc1nnc2n1N=C(c1ccc(-c3cc(Cl)ccc3Cl)o1)CS2,-1,1,-8,25,17,-28,1,-0.2,30,2
COc1cccc(NC(=O)c2ncn[nH]2)c1,-1,-6,-3,-5,-14,-10,-2,-5.8,25,-2
O=C(O)CSc1nnc(-c2ccc(Cl)cc2Cl)n1Cc1ccccc1,-3,-8,-3,-1,7,-5,4,0.0,10,-4
O=C(c1ccc(Oc2ccc(Cl)cc2)c([N+](=O)[O-])c1)N1CCCC1,4,-4,-1,0,5,-37,4,0.8,5,5
CCOC(=O)CC(=O)CSc1nc(-c2cccnc2)ccc1C#N,-1,9,-3,28,-36,-13,-3,1.0,5,-1
CN(C)C(=O)c1ccc(NC(=O)CSc2nc3ccccc3[nH]2)cc1,0,3,-3,-3,2,-29,0,-0.3,15,1
O=C1NC(=O)/C(=C/c2ccccc2Oc2ccc(Cl)cc2)S1,4,-6,.,-2,20,10,3,-0.1,17,0
c1ccc2c(c1)CCN(c1nc3cc4c(cc3s1)OCO4)C2,-8,3,.,-18,-122,-148,-24,2.6,12,3
O=C(Cc1c[nH]c2ccccc12)Nc1ccccc1N1CCOCC1,-2,-7,.,-6,10,-9,-1,-0.2,38,1
CCOC(=O)c1sc(SC)c2c1CCCC2=O,1,-6,0,-6,2,-32,1,0.6,5,0
O=C(Nc1ccc(F)c([N+](=O)[O-])c1)c1cccs1,9,5,-1,21,-23,-6,-1,0.4,24,4
O=C(c1ccc(Cn2c(=S)[nH]c3ccc(N4CCOCC4)cc3c2=O)cc1)N1CCN(c2ccc(F)cc2)CC1,7,7,0,10,-55,-18,1,3.5,7,4
CCOCCCNC(=O)CN1C(=O)/C(=C\c2ccc(C)cc2)Sc2ccccc21,5,-15,-3,-19,-5,-11,-1,-31,21,-5
COc1cccc(NC(=O)CSc2nn3c(=O)c(C)nnc3s2)c1,-4,-5,1,3,-4,-15,-1,-0.1,17,-4
COc1ccc(C(CC(=O)O)NS(=O)(=O)c2ccc3c(c2)NC(=O)CO3)cc1 (stereo not drawn),-4,-1,-1,-13,-2,-9,2,0.3,32,-2
COC(=O)COc1ccc(S(=O)(=O)NCc2ccco2)cc1Cl,5,-1,0,-10,5,8,1,0.3,7,3
COc1ccc(NC(=O)CCNC(=O)Cn2ccc3ccccc3c2=O)cc1Cl,-1,-3,1,6,20,-52,3,-1.3,9,5
CCOC(=O)c1sc(=S)n(-c2cc(OC)ccc2OC)c1N,-4,2,-4,27,1,-15,3,0.1,-3,-3
CN(C)C(=O)N1CCN(C(=O)N(C)C)CC1,2,-2,-3,6,-4,-9,2,0.6,11,5
Cc1ccc(-n2cc(CN(C)CCc3cn[nH]c3)c(-c3cccc(C)c3)n2)cc1,-3,3,1,-20,-8,-28,4,0.7,6,-4
O=C(CC(=O)c1ccccc1)Nc1ccccc1,.,15,2,18,-110,.,4,2.6,18,.
O=C(NCC1CCCO1)c1csc2c1CCCC2 (stereo not drawn),-6,16,-5,15,-44,-22,-1,0.4,0,0
CCn1c(/C=C/c2c(C)[nH]c3ccccc23)nc2ccccc2c1=O,-3,1,.,7,23,-8,1,1.6,24,-5
COC(=O)C(C(C)C)N1CCc2c(C)nc3c(C#N)cnn3c21 (stereo not drawn),3,-8,-2,-1,6,-28,5,-0.5,-2,2
O=C(/C=C/c1cccc(Br)c1)N1CCN(c2cccc(C(F)(F)F)c2)CC1,-2,5,-1,3,-2,-35,1,-0.2,1,-6

# Screening results: PubChem, several laboratories
